ARNT TACC3 PPI – disruptors of human ARNT/TACC3 interaction; Q9Y6A5; AlphaScreen His-ARNT PAS-B/GST-TACC3 binding, luminescence; TACC3 fragment carries E629A point mutation; inhibition, % at 9.99 µM; 390,000 compounds, 0.66% hits;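 active = mean inhibition of replicates at least 50% and at least half of replicates each reaching 50%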;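 note: 0% = complete ARNT plus TACC3 wells and 100% = ARNT alone without TACC3; many hits fall short of the cut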
INS-1E GSIS act – primary screen for activators of insulin secretion dependent on glucose, INS-1E cells, GLuc reporter luminescence; INS-1E GLuc reporter insulin secretion, 2-3 h; activation, % at 16.6 µM; AID 743287; 370,000 compounds, 0.61% hits;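 active = lowest replicate activation of at least 40%, so every replicate reaches that level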;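 note: 0% = median of neutral control wells and 100% = median of IBMX positive control wells; some compounds called inactive have numbers as strong as hits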
* hit, by the source's call.

SMILES	ARNT TACC3 PPI	INS-1E GSIS act
Cc1ccc(CN(c2ccc(C(=O)N3CCc4ccccc4C3)cc2)S(C)(=O)=O)cc1	7	-21
COCCNC(=O)c1ccc(-n2c(SCc3cc(F)ccc3F)nc3ccccc3c2=O)cc1	0	-7
Fc1ccccc1CSc1nncn1NC/C=C/c1ccccc1	1	-35
Cc1nnc(SCc2cccc(Oc3ccccc3)c2)n1N	4	6
COc1ccc(NC(=O)C(C)N(c2ccc(C)cc2)S(C)(=O)=O)cc1 (stereo not drawn)	1	11
Cc1cccc(NC(=O)CN(C)S(=O)(=O)c2ccccc2)n1	0	3
O=C(C1COc2ccccc2O1)N1CCc2ccccc21 (stereo not drawn)	-2	12
COc1cccc(CNC(=O)Cn2nc(-c3ccc(Cl)cc3)ccc2=O)c1	-3	1
Cc1oc(-c2ccc3c(c2)OCCO3)cc1C(=O)O	-9	-8
Cc1cc(C(=O)NCc2ccco2)no1	0	12
Cc1ccc2cc(CCNC(=O)c3ccc(Br)o3)c(=O)[nH]c2c1	-6	8
COc1ccc(-c2ccc(SCC(=O)NCc3ccco3)nn2)cc1OC	9	62*
CN=C(C)c1c(O)c2ccccc2oc1=O	0	-2
COc1ccc(/C=N/n2cnnc2)cc1COc1ccccn1	1	11
COc1ccc(S(=O)(=O)N2CCN(CC(=O)Nc3ccc(F)c(F)c3)CC2)cc1	-4	-9
COc1ccc(-c2nc(C#N)c(NCC3CCCO3)o2)cc1OC (stereo not drawn)	0	37
Cc1ccc(C)c(NC(=O)C(Sc2nncn2C)c2ccccc2)c1 (stereo not drawn)	-7	5
CCCCOC(=S)NC(=O)c1sc2ccccc2c1Cl	2	6
COc1ccc(N2CCN(Cc3ccc(Br)s3)CC2)cc1	22	-8
CC1CN(C(=O)c2ccccc2)OC(c2ccc3c(c2)OCO3)O1 (stereo not drawn)	5	15
Cc1nn(C)c(C(=O)N/N=C/c2cc3c(cc2Br)OCO3)c1Br	-2	-8
CN1CCN(c2nc(C#N)cc(-c3ccccc3)n2)CC1	4	22
COc1ccc(-c2cc(=O)oc3cc4occ(C)c4cc23)cc1	-2	-3
COC(CNC(=O)c1ccc2c(c1)nc(C)n2-c1ccc(F)c(F)c1)OC	3	2
N#Cc1cc2c(nc1SCC(O)CS(=O)(=O)Cc1ccc(Cl)cc1)CCCC2 (stereo not drawn)	-1	-25
Cc1cc(NC(=O)COc2nnc(-c3ccccc3)c3ccccc23)no1	-2	33
CN1C(=O)CSC1=NC12CC3CC(CC(C3)C1)C2	-1	-24
Cc1ccc(NC(=O)CCC(=O)NCCO)cc1	-2	38
CCOC(=O)c1c(-c2ccccc2)csc1NC(=O)CSc1ccccc1	-20	-18
CCN(CC)S(=O)(=O)c1ccc2oc(SCC3CN=C(c4ccc(OC)cc4)S3)nc2c1 (stereo not drawn)	-12	-5
O=C(c1cc(-c2ccccc2)nc2ccccc12)N1CCCc2ccccc21	0	9
COc1cccc(C(=O)CSc2nnc(CNS(=O)(=O)c3ccc(C)cc3)n2C)c1	-7	-14
CC1=C(C)CC(C(=O)NNC(=O)c2ccccc2O)C(C(=O)O)C1 (stereo not drawn)	30	-17
CCCCN(CCCC)CC(O)CN(c1cc([N+](=O)[O-])ccc1OC)S(=O)(=O)c1ccccc1 (stereo not drawn)	2	-28
O=C(CN1C(=O)c2ccccc2S1(=O)=O)NCCSCc1ccco1	1	28
COC(=O)Nc1nc2c(s1)CCCC2	-6	17
Cc1ccc(C)n1-c1cc(S(=O)(=O)N2CCOCC2)ccc1N1CCCC1	-6	37
CCCc1nc2ccccc2c(=O)n1/N=C/c1ccc(O)cc1	-10	-10
Cc1cc(C)n2nc(C(=O)Nc3ccc4c(c3)OCO4)cc2n1	8	14
O=C1c2ccccc2C(=O)N1Cc1cc(-c2ccccc2Cl)no1	21	-33
c1coc(-c2nnc3n2C2(CCCC2)Cc2ccccc2-3)c1	7	20
COC(=O)c1cccc(Cn2c(Cl)c(/C=N/Nc3ccccc3C)sc2=O)c1	0	1
COc1cccc(OC)c1C(=O)Nc1ccccc1C(=O)N1CCOCC1	16	1
COc1cccc(-c2cc3c(-n4cccc4)ncnc3o2)c1	0	-41
O=C(Nc1ccc(Br)cn1)C1CCCN1S(=O)(=O)c1ccccc1 (stereo not drawn)	-6	23
O=C1CC(c2ccccc2)CC(O)=C1C=NC1CCCCCC1 (stereo not drawn)	3	2
COc1c(F)c(F)c(C(=O)O)c(Nc2ccc(C)cc2)c1F	-9	20
O=C1CC(c2ccc(S(=O)(=O)Nc3cc(C(F)(F)F)cc(C(F)(F)F)c3)cc2)CN1 (stereo not drawn)	-3	-5
N#Cc1c(NC(=O)c2nc3ncccn3n2)sc2c1CCCCC2	1	0
CCCC(=O)Nc1c(-c2cccs2)c(=O)c2ccccc2n1C	-1	5
More structures
SMILES	ARNT TACC3 PPI	INS-1E GSIS act
COc1ccccc1NC1=C(C)C(=O)CC1	-11	2
CC(C)CCNC(=O)C1CCC(=O)N1C(C)C (stereo not drawn)	1	6
CCn1c(SC(C)C(=O)NC2CCCc3ccccc32)nnc1-c1cccs1 (stereo not drawn)	-15	-10
Brc1ccc(OCCOCCOc2cccc3cccnc23)cc1	1	-10
Cc1nc2c3cc(Cl)ccc3n(CCN3CCCCC3)c2s1	6	14
Cc1ccc(C)c(NS(=O)(=O)c2cc(Br)cnc2N)c1	-7	-1
O=C(Nc1nn[nH]n1)C12CC3CC(CC(C3)C1)C2	6	-5
NC(=O)c1oc2ccccc2c1NC(=O)CN1CCCCC1	-2	-2
CCOC(=O)N1CCN(C(=O)COc2ccc(S(=O)(=O)NC3CCCCC3)cc2C)CC1	-6	-4
COc1ccc(Cc2c(O)nc[nH]c2=O)cc1	2	-11
Cc1ccc(C(=O)Nc2sc3c(c2C(=O)O)CCCCC3)o1	-28	-2
COc1ccc(-c2cc(C(=O)Nc3ccc(C)cc3)no2)cc1	-6	-6
COc1ccc(Cc2nnc(SCC(=O)Nc3nc(C)cs3)o2)cc1	-8	5
CCc1ccc(C(=O)/C=C/c2ccc([N+](=O)[O-])o2)cc1	-8	-28
Cc1ccc(CSc2nnc(-c3ccc4c(c3)OCO4)o2)cc1	-4	5
N#Cc1nc(-c2cccs2)oc1NCc1ccc(Cl)cc1	31	-8
COc1ccc(OC)c(C(c2nnnn2CC2CCCO2)N2CCN(C3CCCC3)CC2)c1 (stereo not drawn)	-5	-1
CCCOc1ccc(-c2nc(C#N)c(N3CCC(C(N)=O)CC3)o2)cc1	2	1
O=S(=O)(N/N=C\c1cn(-c2ccccc2)nc1-c1ccccc1)c1ccccc1	1	-24
Cc1cc(C)c(S(=O)(=O)c2ccccc2C)c(OCC(C)(C)C)n1	14	-10
CCOC(=O)C/C(C)=N/NC(=O)CN(c1ccc(Br)cc1)S(=O)(=O)c1ccccc1	1	-18
O=C(CNS(=O)(=O)c1cccs1)N1CCN(c2ccccn2)CC1	-7	8
O=C(CCS(=O)(=O)c1ccc(Br)s1)N1CCc2ccccc21	4	0
Nc1cnn(C2CCCO2)c(=O)n1 (stereo not drawn)	3	9
CC(C)CNC(=O)NC1C(NC(=O)NCC(C)C)N(C)C(=O)N1C (stereo not drawn)	0	-11
Cn1cccc1C(=O)NC(=O)COC(=O)CNS(=O)(=O)c1ccc(Br)cc1	0	-30
O=c1[nH]c2ccc(Cl)cc2c(-c2ccccc2)c1CN1CCOCC1	23	-11
COc1ccc(-n2nnc3c(SCC(=O)OCc4ccccc4)ncnc32)cc1	-2	23
CCN(c1ccc(C)c(C)c1)S(=O)(=O)c1c(C)[nH]c(=O)[nH]c1=O	0	31
COc1ccc(-c2nn(-c3ccccc3)cc2/C=N/N2C(=O)CSC2=S)cc1	18	13
O=C(NC1CCCC1)C(c1ccncc1)N(Cc1ccccc1)C(=O)Cc1cccs1 (stereo not drawn)	1	4
CCc1ccc(OCC(=O)N(C)CCC#N)c(Br)c1	17	5
O=C(CCC(=O)Nc1ccccc1)NNC(=O)c1cccs1	4	1
COc1ccc(S(=O)(=O)N2CCCC(C(=O)Nc3cccc(C(C)=O)c3)C2)cc1 (stereo not drawn)	2	32
O=C(NCc1cccc(Cl)c1)c1ccc2c(c1)OCO2	2	14
Cc1noc(C)c1CSc1nnc(-c2ccccc2F)n1CCc1ccccc1	3	12
Cn1c(=O)c2c(nc(Br)n2Cc2ccccc2Cl)n(C)c1=O	-8	8
Cc1[nH]nc2c1/C(=N\O)CC(C)(C)C2	-1	12
Cc1nonc1NC(=O)CSc1ccc(-c2ccccc2)nn1	-2	-4
N#Cc1c(N)nc(SCC(=O)C23CC4CC(CC(C4)C2)C3)c(C#N)c1-c1ccc(Cl)cc1	-3	47
COCCNC(=O)c1ccc2c(c1)NC(=O)CS2	-3	18
Cn1nnc(NC(=O)c2ccc(C(C)(C)C)cc2)n1	-6	13
CCC(C)(C(=O)NC1CCCCC1)N(C(=O)CNC(C)=O)c1c(C)n(C)n(-c2ccccc2)c1=O (stereo not drawn)	-1	10
CCCC(=O)NC(Nc1cccc(C(F)(F)F)c1)C(Cl)(Cl)Cl (stereo not drawn)	-1	-25
COc1ccc(CNC(=O)C2COc3ccccc3O2)c(OC)c1 (stereo not drawn)	16	16
CC1CCCCN1CCNc1nc(=S)[nH]c2ccccc12 (stereo not drawn)	1	8
N#CC1=C(N)SC(N)=C(C#N)C1C1CC=CCC1 (stereo not drawn)	-9	4
Clc1ccc(CNc2ccc(CNc3ncn[nH]3)cc2)cc1	-19	-3
O=C(CN1CCN(S(=O)(=O)c2ccc3ccccc3c2)CC1)Nc1ccc2c(c1)CCC2	-14	4
CCc1c(C)sc(NC(=O)c2cc(-c3cc(OC)ccc3OC)on2)c1C#N	1	0
(list continues)
SMILES	ARNT TACC3 PPI	INS-1E GSIS act
COc1ccc(C(=O)N2CCC(C(=O)O)CC2)cc1	-19	9
O=S(=O)(c1ccc2c(c1)OCCO2)N1CCC(c2nc3ccccc3[nH]2)CC1	-15	0
CCOC(=O)c1ccc(Nc2cc(C)nc(C)c2C(=O)OCC)cc1	-6	0
COc1ccc(OC)c(C(c2nnnn2C2CCCC2)N2CCN(c3ccccc3)CC2)c1 (stereo not drawn)	9	-14
Cc1ccccc1CNC(=O)c1ccccc1N	-10	-13
OCCOc1nnnn1-c1ccccc1	-1	16
CCOc1cc(-c2cn(S(=O)(=O)c3cccc4nsnc34)nc2N)cc(OCC)c1OCC	-4	-26
O=C(NCc1ccco1)c1ccc2c(c1)N(Cc1ccccc1)C(=O)CS2	2	-2
Cc1cc(C(=O)COC(=O)C2=NNC(=O)CC2)c(C)n1-c1cccc(C(F)(F)F)c1	5	-24
Cc1cc(Br)ccc1NCc1ccccn1	2	2
COC(=O)Cn1cccc1C(=O)c1ccccc1	-3	18
O=[N+]([O-])c1nn(-c2ccccc2)n(O)c1=NCCc1ccccc1	-4	3
O=C(O)COc1ccc(/C=N/NC(=O)C2CCCN2S(=O)(=O)c2ccc(Cl)cc2)cc1 (stereo not drawn)	-7	5
CCCn1c(SCC(=O)c2cc(C)ccc2C)n[nH]c1=O	0	3
O=C(N/N=C/c1ccco1)c1cc(-c2ccc3ccccc3c2)n[nH]1	7	83*
O=C(NC1CCCCC1)c1nc2c(nnn2Cc2ccccc2Cl)c(=O)[nH]1	0	-15
COc1ccc(-c2nnc3ccc(SCC(=O)NCc4ccco4)nn23)cc1OC	13	14
COc1ccccc1OCCOCCn1cnc2ccccc2c1=O	-3	33
CCOC(=O)c1c(C)[nH]c(C(=O)CN2C(=O)NC(C)(c3ccc4ccccc4c3)C2=O)c1C (stereo not drawn)	0	-5

24 successive records out of the list so far, quoted:
SMILES	ARNT TACC3 PPI	INS-1E GSIS act
CC1CCCCN1CCNc1nc(=S)[nH]c2ccccc12 (stereo not drawn)	1	8
N#CC1=C(N)SC(N)=C(C#N)C1C1CC=CCC1 (stereo not drawn)	-9	4
Clc1ccc(CNc2ccc(CNc3ncn[nH]3)cc2)cc1	-19	-3
O=C(CN1CCN(S(=O)(=O)c2ccc3ccccc3c2)CC1)Nc1ccc2c(c1)CCC2	-14	4
CCc1c(C)sc(NC(=O)c2cc(-c3cc(OC)ccc3OC)on2)c1C#N	1	0
COc1ccc(C(=O)N2CCC(C(=O)O)CC2)cc1	-19	9
O=S(=O)(c1ccc2c(c1)OCCO2)N1CCC(c2nc3ccccc3[nH]2)CC1	-15	0
CCOC(=O)c1ccc(Nc2cc(C)nc(C)c2C(=O)OCC)cc1	-6	0
COc1ccc(OC)c(C(c2nnnn2C2CCCC2)N2CCN(c3ccccc3)CC2)c1 (stereo not drawn)	9	-14
Cc1ccccc1CNC(=O)c1ccccc1N	-10	-13
OCCOc1nnnn1-c1ccccc1	-1	16
CCOc1cc(-c2cn(S(=O)(=O)c3cccc4nsnc34)nc2N)cc(OCC)c1OCC	-4	-26
O=C(NCc1ccco1)c1ccc2c(c1)N(Cc1ccccc1)C(=O)CS2	2	-2
Cc1cc(C(=O)COC(=O)C2=NNC(=O)CC2)c(C)n1-c1cccc(C(F)(F)F)c1	5	-24
Cc1cc(Br)ccc1NCc1ccccn1	2	2
COC(=O)Cn1cccc1C(=O)c1ccccc1	-3	18
O=[N+]([O-])c1nn(-c2ccccc2)n(O)c1=NCCc1ccccc1	-4	3
O=C(O)COc1ccc(/C=N/NC(=O)C2CCCN2S(=O)(=O)c2ccc(Cl)cc2)cc1 (stereo not drawn)	-7	5
CCCn1c(SCC(=O)c2cc(C)ccc2C)n[nH]c1=O	0	3
O=C(N/N=C/c1ccco1)c1cc(-c2ccc3ccccc3c2)n[nH]1	7	83*
O=C(NC1CCCCC1)c1nc2c(nnn2Cc2ccccc2Cl)c(=O)[nH]1	0	-15
COc1ccc(-c2nnc3ccc(SCC(=O)NCc4ccco4)nn23)cc1OC	13	14
COc1ccccc1OCCOCCn1cnc2ccccc2c1=O	-3	33
CCOC(=O)c1c(C)[nH]c(C(=O)CN2C(=O)NC(C)(c3ccc4ccccc4c3)C2=O)c1C (stereo not drawn)	0	-5

Assay outcomes (PubChem BioAssay)

An excerpt; rates above refer to the full screens.
